# Bioassay records from PubChem.
# PLK1 PBD inh: Plk1 polo box domain binding inhibitors, primary screen, biochemical, fluorescence polarization; Serine/threonine-protein kinase PLK1 (Homo sapiens), P53350; AID 693, 2007; inhibition, %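 (tested at about 20 µM)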; Plk1 PBD phosphopeptide binding; 97,000 compounds, 0.13% hits; in the data active means inhibition above about 34%, passing the limit was not always enough
# VCAM1 TNFa inh: inhibitors of TNFa-induced VCAM1 expression, primary screen, imaging, HUVEC, TNFa stimulus, immunofluorescence; HUVEC TNFa-induced VCAM-1 immunofluorescence, high-content imaging; 95,000 compounds, 0.48% hits; AID 802, 2007; inhibition, % at 2 µM;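 active means inhibition above the batch mean plus 3 SD, with images confirmed as a hit by eye, cut at about 37% in these data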;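 further: 0% = TNF-stimulated DMSO wells and 100% = unstimulated control wells; not every result past the cut was called active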
# HUVEC tox IL1B: cytotoxicity in IL-1B stimulated HUVEC, primary screen, cytotoxicity control for IL-1B NFkB translocation project, imaging, Hoechst nuclear count, IL-1B stimulus | cell count reduction, % at 2 µM | HUVEC cell count loss | 94,000 compounds, 0.41% hits;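 active means cell count reduction more than 3 SD above the screen-wide mean, cut at about 70% in these data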;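 further: normalized per plate to untreated control cells as the no-loss baseline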
# PLK1 inh: human PLK1 kinase inhibitors, primary screen, biochemical, TR-FRET. Serine/threonine-protein kinase PLK1 (Homo sapiens), P53350. recombinant PLK1 kinase, TR-FRET peptide phosphorylation. inhibition, % at 10 µM. 97,000 compounds, 0.53% hits. AID 619, 2007;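 active means inhibition of 50% or more in the single-concentration screen; inactive means inhibition below 50%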;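 further: 0% = DMSO max control and 100% = H-89 dihydrochloride min control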
# sEH inhibitor: soluble epoxide hydrolase inhibitors, primary screen, biochemical, human sEH. recombinant human sEH enzymatic activity assay. inhibition, % at 2 µM. 91,000 compounds, 0.34% hits. AID 707, 2007. Bifunctional epoxide hydrolase 2 (Homo sapiens), P34913; in the data active means inhibition above about 80%; further: values of inactives mirror those of a sister screen read the other way; many of its hits are not listed in these tables
# Target sequence (P34913 whole entry, looked up): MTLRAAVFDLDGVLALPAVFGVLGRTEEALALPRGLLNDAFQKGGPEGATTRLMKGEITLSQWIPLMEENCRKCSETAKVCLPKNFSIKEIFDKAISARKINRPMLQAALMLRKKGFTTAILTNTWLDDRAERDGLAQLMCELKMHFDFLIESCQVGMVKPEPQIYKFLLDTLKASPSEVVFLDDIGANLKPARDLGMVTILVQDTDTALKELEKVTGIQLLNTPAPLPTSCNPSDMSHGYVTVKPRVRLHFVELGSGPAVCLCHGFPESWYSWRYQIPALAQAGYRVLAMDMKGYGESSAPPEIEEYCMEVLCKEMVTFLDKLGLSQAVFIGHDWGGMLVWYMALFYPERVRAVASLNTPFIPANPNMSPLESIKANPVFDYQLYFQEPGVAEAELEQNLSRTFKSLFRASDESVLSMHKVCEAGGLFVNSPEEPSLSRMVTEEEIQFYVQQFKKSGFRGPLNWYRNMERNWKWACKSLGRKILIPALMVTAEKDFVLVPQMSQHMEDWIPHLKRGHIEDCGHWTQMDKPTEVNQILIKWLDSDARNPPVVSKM
# hDAT+cocaine: changed hDAT dopamine uptake under cocaine IC80, either direction, primary screen, cocaine antagonist project, cell-based, LLC-PK1 hDAT, [14C]-dopamine uptake, MLSMR; LLC-PK1 hDAT cells, [14C]-dopamine uptake with cocaine IC80; actives deviate in either direction; B-score at 10 µM; 110,000 compounds, 1.3% hits;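 active means Z score or B-score, a plate-position-corrected score, falls beyond the plate's 99.7% confidence bounds, in either direction; inactive means both scores lie inside the 99.7% bounds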;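 further: scored against the spread of the other compound wells on the same plate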
# Ecoli WT expand: growth inhibitors of wild-type E. coli, primary screen, strain BW25113, expanded library, OD600; OD600 absorbance; AID 710, 2007; 98,000 compounds, 0.15% hits; growth inhibition, % at 100 µM;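 active means growth inhibition above about 50% at one test dose, limit read from the data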;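 further: growth measured after 20 h incubation at 37 °C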
# HUVEC tox TNFa: cytotoxicity in TNFa-stimulated HUVEC, primary screen, cytotoxicity control for VCAM1 expression modulator project, imaging, Hoechst nuclei count. HUVEC TNFalpha-stimulated, Hoechst cell count. 93,000 compounds, 0.17% hits. cell count reduction, % at 2 µM;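 active means cell count reduction exceeding the screen mean by over 5 SD, scaled to untreated wells per plate, cut at about 78% in these data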;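 further: cells counted after 24 h of TNF alpha exposure following the 1 h pretreatment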
# cytoskel mod: modifiers of F-actin cytoskeleton organization, primary screen, imaging, HUVEC, phalloidin staining, high-content imaging; inhibition, % at 2 µM; AID 836, 2007; 91,000 compounds, 0.18% hits; HUVEC TNFa F-actin phalloidin imaging;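 active means inhibition above the batch mean plus 3 SD and confirmed as a hit by visual image inspection, cut at about 30% in these data, passing the limit was not always enough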; further: strong numbers were not always called active
# Active calls of the source: *; · = no result given; & = joins results of further samples.
SMILES,PLK1 PBD inh,VCAM1 TNFa inh,HUVEC tox IL1B,PLK1 inh,sEH inhibitor,hDAT+cocaine,Ecoli WT expand,HUVEC tox TNFa,cytoskel mod
CCOC(=O)C1CCCN(c2c(N3CCN(C4CCCCC4)CC3)c(=O)c2=O)C1 (stereo unspecified),-2.5,4.2,-2.2,-23.8,·,0.507,6.0,-50.2,2.0
CONC(=O)c1cc(OCC(F)(F)F)ccc1OCC(F)(F)F,3.6,-12.6,4.4,-6.4,6.0,-0.371,-4.0,11.0,16.2
NC(=O)c1nsc(C(=O)N(CC(=O)NCc2ccc(F)cc2)Cc2ccco2)c1N,-8.5,-5.0,8.7,-16.9,25.4,0.879,1.0,-14.7,-32.3
Cc1onc(-c2ccccc2)c1C(=O)N1CCN(C)CC1,18.7,7.0,4.3,-6.5,-0.5,0.0997,-3.0,-24.4,3.2
CC1=C(C)CC(C(=O)NCc2ccc3c(c2)OCO3)C(C(=O)O)C1 (stereo unspecified),-10.7,1.7,-0.3,-11.5,-1.0,0.263,0.0,-4.0,-5.3
COc1ccc(CNS(=O)(=O)c2ccc3oc(C(=O)O)c(C)c3c2)cc1,-20.1,24.0,3.2,-5.8,4.7,1.24,6.0,21.3,-31.2
CCOC(=O)c1sc(NC(=O)c2ccc(C)s2)cc1C,-8.1,-5.6,-6.0,-14.1,86.8*,1.98,-10.0,-13.4,10.7
COc1ccc2nc(NC(=O)CN(c3ccc(C)cc3)S(=O)(=O)c3c(C)nn(C)c3C)sc2c1,-21.4,-45.7,-6.7,3.8,·,0.776,-8.0,-36.6,-10.6
COC(=O)Cc1c(O)ccn(Cc2ccccc2OC)c1=O,-1.6,14.9,-3.3,-10.6,-10.1,0.184,0.0,-17.6,13.4
N#CCSc1nnc(C2CCCCC2)n1-c1ccccc1,8.4,24.5,-20.2,-15.3,-7.7,0.0434,4.0,-40.3,6.8
Cc1ccc(S(=O)(=O)NCCOc2nc(N3CCOCC3)nc(N3CCOCC3)n2)cc1,-4.2,3.8,-46.8,-21.9,2.3,0.25,7.0,-24.3,5.6
CC(O)Cc1nsc(NC(=O)c2ccc(Br)o2)n1 (stereo unspecified),1.7,0.1,·,-17.3,-18.9,0.721,2.0,-12.0,5.6
COCCn1c(C)cc(C(=O)CN2C(=O)NC3(CCCCCCC3)C2=O)c1C,25.5,9.0,-27.7,5.7,·,0.295,7.0,-45.3,12.3
O=C(NCCN1CCN(c2ccccc2)CC1)c1cccc(Br)c1,-4.7,-7.8,-18.8,-6.0,-25.0,-1.81,3.0,-15.8,13.2
O=C(Cn1nnc(-c2ccccc2)n1)NCc1cccs1,-9.1,10.0,-37.1,-4.6,-3.5,-0.684,0.0,-3.5,23.7
COc1ccc(NC(=O)c2ccc(NS(=O)(=O)c3c(C)noc3C)cc2)cc1OC,-2.7,2.6,-7.3,-3.8,-1.1,-0.00832,0.0,-26.3,-10.6
c1ccc(-n2ncc3c2ncn2c(C4CCCCC4)nnc32)cc1,-18.6,14.3,-14.7,-18.1,-1.8,1.19,-3.0,-20.2,-12.6
CC(=O)c1cccc(NC=C2C(=O)OC3(CCCCC3)OC2=O)c1,21.1,2.5,-44.2,-6.2,-6.1,0.0802,0.0,-26.4,-7.0
CCC(=O)Nc1ccc(NC(=O)Cc2ccccc2)cn1,-15.6,25.1,-7.5,-9.0,-18.3,-1.04,12.0,-10.2,6.4
COc1ccc(OCCCC(=O)Nc2nncs2)cc1,-6.1,-29.1,-6.8,-6.5,-11.6,-0.394,2.0,·,0.0
CC1=C(C(=O)OC(C)C)C(c2ccco2)NC(=O)N1 (stereo unspecified),-1.7,9.7,-17.8,-8.7,1.0,0.825,1.0,-1.3,-3.6
CCOc1cc(N2CCOCC2)c(OCC)cc1NC(=O)COC(=O)CCc1c[nH]c2ccccc12,-6.1,-12.7,-110.0,-7.7,-13.0,-0.0718,-1.0,1.5,-5.8
O=C(O)CCCN=C1NC2(CCCC2)Cc2ccccc21,-4.3,0.2,-5.3,-3.0,-6.0,0.0631,·,-39.5,-5.4
O=C(O)CN1CCN(Cc2ccccc2Cl)C1=O,1.1,·,6.2,-9.4,·,-0.705,·,·,·
Cc1cccc(C)c1NC(=O)N1CCC(N2CCCCC2)CC1,0.8,-15.2,9.3,-1.1,-5.1,0.302,-6.0,-8.5,-13.4
COC(=O)c1cn(NC(=O)c2ccc(OC)c(OC)c2)c(=O)c2ccccc12,13.1,-11.1,-2.0,-0.6,-5.7,-0.4,-4.0,14.8,5.6
COC(=O)C(NC(=O)c1ccco1)(Nc1cc(C)ccn1)C(F)(F)F (stereo unspecified),-11.3,3.5,-1.3,-1.8,4.8,-0.534,·,-44.6,19.8
COc1ccccc1CN(Cc1nc2ccccc2c(=O)[nH]1)C(=O)Nc1ccccc1C,-10.5,-4.4,-14.9,-14.2,0.7,0.446,4.0,-2.6,-2.8
CCC(C)[C@@H](C(=O)Nc1ccc2c(c1)OCO2)N1Cc2ccccc2C1=O (stereo partly specified),10.4,-5.5,0.5,-22.7,-1.1,0.7,3.0,-5.3,-11.9
CC1(C)C(c2cccs2)=[N+]([O-])C2(CCCCC/C2=N\NC(N)=O)N1O (stereo unspecified),2.5,-16.2,11.7,-8.5,-0.2,0.779,-1.0,1.0,11.4
COc1ccc(CCN(C)C(=O)C2CCCN(Cc3ccc(OC)c(OC)c3)C2)cc1OC (stereo unspecified),-11.6,1.8,2.5,-1.1,·,0.0328,0.0,-11.1,-1.4
COc1ccccc1N1CCN(C(=O)C(=O)N/N=C/c2cccc(O)c2)CC1,4.4,-8.1,13.3,-14.1,-0.6,-0.791,3.0,-11.0,-6.8
CN(NC(=O)C(C)(C)C)c1nc(-c2ccccc2)nnc1C(F)(F)F,-10.2,12.5,-8.8,-13.9,-9.7,·,-10.0,6.8,-15.2
CCOC(=O)c1ccc(NC(=O)CN2CCc3ccccc3C2)cc1,-7.1,·,-18.0,-8.9,9.8,0.616,-1.0,·,·
O=C(OC1CCN(c2ncc(C(F)(F)F)cc2Cl)CC1)c1ccc(Cl)cc1,-9.4,-17.6,-61.6,-5.7,10.5,0.392,-4.0,-3.4,-3.3
CC(=O)c1ccc(N(C(=O)Cn2nnc3ccccc32)C(C(=O)NC2CCCCC2)c2cn(C)nc2C)cc1 (stereo unspecified),3.2,15.5,-16.2,-8.3,-1.0,1,·,-0.5,-18.8
O=C(c1ccco1)N1CCN(c2ncnc3sc4c(c23)CCC4)CC1,-24.0,5.0,-4.4,-8.2,0.7,1.58,1.0,-46.2,34.6
COC(=O)c1ccc(NC(=O)CCN2CCCCC2)cc1,27.0,-0.8,2.2,1.7,-9.1,-0.459&-0.188,-3.0&5.0,-11.3,32.0
C=CCn1c(SCc2csc(C)n2)nc2sc3c(c2c1=O)CCCCC3,-22.2,-8.8,-7.1,-8.6,4.0,0.57,-24.0,-8.0,-1.9
C=CCn1c(SCC(=O)Nc2ccccc2)nnc1-c1cccc(S(=O)(=O)N2CCOCC2)c1,4.5,-4.6,-7.4,-7.3,-1.8,2,3.0,-5.0,23.7
N#CCSC1=Nc2ccccc2C2=NC(CCC(=O)N3CCN(c4ccccc4)CC3)C(=O)N12 (stereo unspecified),7.2,14.0,7.9,-32.1,-5.6,0.455,9.0,12.6,-27.2
COc1cc(NC(=O)Cc2cccs2)ccc1-n1cnnn1,-10.3,2.3,-15.2,-5.9,1.3,0.727,1.0,·,-12.2
CC1(C)Cc2noc(N)c2C(C)(C)N1OC(=O)c1scc2c1OCCO2,-3.6,12.5,5.3,16.4,3.3,0,-1.0,-26.2,33.5
COc1ccc(CNc2nc3ccccc3n2Cc2ccccc2)cc1OC,-9.0,3.0,-2.7,-3.1,1.8,2.05,-4.0,-19.9,14.2
Cc1ccccc1Cn1cc(NC(=O)c2cc(-c3cccs3)on2)cn1,-20.2,-5.3,-49.0,5.3,13.6,-1.41,0.0,-65.7,18.5
O=C(Nc1ccc2oc(Cc3ccc(Cl)cc3)nc2c1)c1cccnc1,5.5,5.6,6.9,-3.4,6.1,0.146,-15.0,34.3,0.0
CCOC(=O)C1=C(C)NC2=C(C(=O)CC(C)(C)C2)C1c1ccc2c(c1)CCCN2C (stereo unspecified),-17.0,-32.0,-1.6,-8.4,3.7,2.12,-1.0,·,-0.6
CS(=O)(=O)N1CCN(c2ccccc2NC(=O)Cc2ccc(Cl)cc2)CC1,20.4,6.7,0.4,-3.2,8.4,1.62,-3.0,8.2,-19.0

# Whole records, looked up by structure. Order of screens: PLK1 PBD inh | VCAM1 TNFa inh | HUVEC tox IL1B | PLK1 inh | sEH inhibitor | hDAT+cocaine | Ecoli WT expand | HUVEC tox TNFa | cytoskel mod
# CCOC(=O)C1=C(C)NC2=C(C(=O)CC(C)(C)C2)C1c1ccc2c(c1)CCCN2C (stereo unspecified) reads -17.0 | -32.0 | -1.6 | -8.4 | 3.7 | 2.12 | -1.0 | · | -0.6
# Cc1ccccc1Cn1cc(NC(=O)c2cc(-c3cccs3)on2)cn1 reads -20.2 | -5.3 | -49.0 | 5.3 | 13.6 | -1.41 | 0.0 | -65.7 | 18.5
# CC1(C)Cc2noc(N)c2C(C)(C)N1OC(=O)c1scc2c1OCCO2 reads -3.6 | 12.5 | 5.3 | 16.4 | 3.3 | 0 | -1.0 | -26.2 | 33.5

# (cont.)
SMILES,PLK1 PBD inh,VCAM1 TNFa inh,HUVEC tox IL1B,PLK1 inh,sEH inhibitor,hDAT+cocaine,Ecoli WT expand,HUVEC tox TNFa,cytoskel mod
Oc1ccc(-c2nccc(-c3cccs3)n2)cc1,-15.6,11.8,-36.3,5.6,-17.0,1.03,-2.0,-22.2,33.1
Cc1ccc(NC(CNS(=O)(=O)c2ccc(Cl)cc2)c2ccccc2)cc1 (stereo unspecified),-5.0,-26.1,-20.2,9.9,-4.7,0.0246,-12.0,-10.1,-24.5
CCCCNC(=O)CCC(=O)Nc1ccc2nc(N3CCOCC3)cc(C)c2c1,23.4,-10.4,-82.9,-10.4,-9.6,0.0188,-1.0,1.8,6.9
O=C(c1cc2ccccc2oc1=O)N(Cc1ccco1)Cc1cccs1,17.4,-3.9,4.4,-4.9,5.1,0.781,3.0,3.9,-11.4
Cc1ccc(N2C(=O)c3ccc(C(=O)Nc4cccnc4)cc3C2=O)c(C)c1,12.5,15.4,·,-0.9,2.3,-0.691,-1.0,12.9,-3.1
CC(NC(=O)c1cccnc1)C(=O)N1CCCCC1 (stereo unspecified),5.9,4.9,-8.1,-7.9,0.7,-0.696,0.0,-27.8,7.5
CCN(Cc1nc2ccccc2c(=O)[nH]1)Cc1cc(=O)oc2cc(C)c(C)cc12,-22.8,9.0,8.2,-8.2,4.3,1.64,·,-12.9,-11.1
CC1CN(C(=S)NC(=O)c2ccc([N+](=O)[O-])cc2)CC(C)O1 (stereo unspecified),-18.0,-10.5,-61.2,5.5,-5.2,-0.14,1.0,7.2,-11.7
COc1ccc(NC(=O)c2ccc(OC(=S)N(C)c3ccc(OC)cc3)cc2)cc1,-14.6,9.5,·,-6.0,0.5,0.277,-10.0,-31.8,14.7
CCOC(=O)N1CCC(c2nc3ccccc3[nH]2)CC1,-14.2,8.1,10.3,-2.1,-4.6,0.00786,-2.0,-35.2,·
Cc1c(Cl)cccc1-n1ccnc1SCC(=O)O,0.5,94.2*,8.1,-7.5,·,0.295,-4.0,78.3*,-31.4
